Screening results from PubChem BioAssay.
SNCA expr inh – reduces expression of the alpha-synuclein gene; HEK-293 SNCA-luciferase knock-in, luminescence, 24 h; Potency, µM (highest dose often 57.2 µM), for the others: at the top dose activity change, negative = inhibition, most hits filed as inhibitors; 0.17% of 140,000 active;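 also: potency is read from the fitted curve at half-maximal effect; plate controls were DMSO cells for no effect and cell-free wells for full effect; nearly all actives have a fitted effect of over 45% in size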
GPT2 inhibitor – inhibitors of human GPT2 alanine aminotransferase; Q8TD30; Recombinant GPT2, coupled pyruvate oxidase/HRP Amplex Red fluorescence; Potency, µM (doses to about 57.7 µM), for inactives: top-dose activity change, negative = inhibition, most hits filed as inhibitors; 0.25% of 100,000 active; AID 1671188; also: potency is read from the fitted curve at half-maximal effect; nearly all actives have a fitted effect of over 60% in size; many of its hits are not listed in these tables
Target sequence (Q8TD30 whole entry, looked up): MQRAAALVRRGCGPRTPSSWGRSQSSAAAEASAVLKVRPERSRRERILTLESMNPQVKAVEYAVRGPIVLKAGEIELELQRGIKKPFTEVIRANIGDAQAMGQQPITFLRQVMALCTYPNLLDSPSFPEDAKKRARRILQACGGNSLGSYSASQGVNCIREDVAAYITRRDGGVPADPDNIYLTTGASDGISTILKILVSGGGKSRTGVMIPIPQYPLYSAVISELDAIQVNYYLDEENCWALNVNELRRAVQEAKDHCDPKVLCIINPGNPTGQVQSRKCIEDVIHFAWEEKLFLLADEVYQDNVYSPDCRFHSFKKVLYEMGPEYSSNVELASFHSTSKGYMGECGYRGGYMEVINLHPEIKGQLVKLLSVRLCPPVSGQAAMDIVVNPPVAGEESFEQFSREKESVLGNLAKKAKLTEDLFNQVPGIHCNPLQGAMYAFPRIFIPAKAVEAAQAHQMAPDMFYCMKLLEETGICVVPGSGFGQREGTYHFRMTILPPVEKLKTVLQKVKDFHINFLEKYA
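Recombinant GPT2 (10ng/uL) with 250uM a-KG and 2mM L-alanine, 30 min at room temperature, in HEPES pH 7.5 buffer. Pyruvate detected by pyruvate oxidase/HRP/Amplex Red fluorescence after 30 min in the dark; AOA (50uM) as positive control.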
HEK293 tox – HEK 293 cell cytotoxicity; AID 1345083; Potency, µM (titrated, usually from 115 µM), for inactives: at the highest dose activity change, negative = cytotoxicity, most hits filed as inhibitors; HEK 293 viability, ATP luminescence (CellTiter-Glo), 48-72 h; 6.6% of 94,000 active; also: potency is read from the fitted curve at half-maximal effect; nearly all actives have a fitted effect of over 60% in size
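HEK 293 cells at 250 cells/well were exposed to compounds by pintool transfer for 48 or 72 hr at 37 degree Celsius, 5% CO2. Viability was read as ATP-coupled luminescence with CellTiter-Glo after 10 min at room temperature.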
NIH3T3 tox – NIH 3T3 cell cytotoxicity; NIH 3T3 viability, CellTiter-Glo ATP luminescence, 48-72 h; Potency, µM (top dose mostly 96.7 µM), for the others: top-dose activity change, negative = cytotoxicity, usual class: inhibitors; 4.3% of 94,000 active; AID 1345082; also: potency is read from the fitted curve at half-maximal effect; nearly all actives have a fitted effect of over 55% in size
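NIH 3T3 cells at 400 cells/well received 23 nL of compound by pintool and were incubated 48 or 72 h at 37 °C. Viability was read as ATP-coupled CellTiter-Glo luminescence.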
Luciferase inh – blocks purified firefly luciferase enzyme activity; P08659; purified P. pyralis luciferase, luminescence, biochemical; 2.5% of 76,000 active; Potency, µM (top dose mostly 115 µM), without a hit: top-dose activity change, negative = inhibition, usual class: inhibitors; also: potency is read from the fitted curve at half-maximal effect; nearly all actives have a fitted effect of over 65% in size
Target sequence (P08659 whole entry, looked up): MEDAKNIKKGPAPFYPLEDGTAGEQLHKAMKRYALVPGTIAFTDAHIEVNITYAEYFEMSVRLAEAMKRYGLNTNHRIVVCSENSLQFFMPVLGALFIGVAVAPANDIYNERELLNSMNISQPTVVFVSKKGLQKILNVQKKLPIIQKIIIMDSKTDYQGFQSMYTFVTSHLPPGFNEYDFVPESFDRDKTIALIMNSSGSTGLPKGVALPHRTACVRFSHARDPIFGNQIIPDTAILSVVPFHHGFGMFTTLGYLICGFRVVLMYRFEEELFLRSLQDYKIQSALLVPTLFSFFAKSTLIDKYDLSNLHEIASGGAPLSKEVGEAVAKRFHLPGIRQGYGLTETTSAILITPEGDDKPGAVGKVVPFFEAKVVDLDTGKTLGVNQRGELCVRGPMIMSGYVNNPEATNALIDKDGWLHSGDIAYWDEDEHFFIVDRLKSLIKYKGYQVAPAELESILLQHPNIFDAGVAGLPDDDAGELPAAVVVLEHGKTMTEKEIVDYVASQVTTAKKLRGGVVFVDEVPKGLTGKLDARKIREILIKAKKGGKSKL
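Purified 10nM P. pyralis luciferase with 10uM D-luciferin and 10uM ATP in 50mM Tris acetate pH 7.5, 10mM Mg acetate, 0.01% Tween-20, 0.05% BSA. qHTS titration; luminescence read by CCD imager.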
SNCA viab count – cell viability loss counter-screen; Potency, µM (series often up to 57.1 µM), for inactives: at the highest dose activity change, negative = cytotoxicity, actives largely listed as cytotoxic; AID 1671193; 0.12% of 150,000 active; HEK-293-SNCA-luc viability, GF-AFC fluorescence, 24 h;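 also: potency is read from the fitted curve at half-maximal effect; 0% = DMSO-treated cells and -100% = medium-only wells without cells; nearly all actives have a fitted effect of over 30% in size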
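HEK-293-SNCA-luc cells (1500/well) plated 24 h, then exposed 24 h to a dilution series; GF-AFC added 30 min at 37C, fluorescence 405/540 nm; normalised to medium-only and DMSO wells, Hill fit.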
IP6K1 inhibitor – IP6K1 kinase inhibition; IP6K1 kinase, ADP-Glo luminescence, 2 h; stronger effect = lower value; AID 1645851; activity change, % (series mostly up to about 58 µM); 0.81% of 140,000 active; Q92551; in the data active = activity change below about -25%
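ADP-Glo luminescence measures ADP made by human IP6K1 during a 2 h RT reaction with ATP/IP6 (mix at 1.3 mM/130 uM); top library doses 57.5 and 19.1 uM final.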
Numbers without * were called inactive; i = inactive; ? = inconclusive; nt = no result given; [ ] = dose if it differs, or a comment. Unless noted, calls follow the shape of the dose curve; as a rule, active = well fitted curve in the direction sought with a large enough effect; inconclusive = small, poorly fitted or top-dose-only effect, or another doubt; inactive = no such curve, though single readings can be large; an effect the other way counts as inactive or inconclusive. Unless noted, % is scaled to controls: 0 for no effect and ±100 for the full control effect. A portion of the library; the hit share may differ from the screen's.

SMILES	SNCA expr inh	GPT2 inhibitor	HEK293 tox	NIH3T3 tox	Luciferase inh	SNCA viab count	IP6K1 inhibitor
CCOC(=O)COc1ccc(F)cc1C(=O)c1ccn2nc(-c3ccc(C)cc3)cc2n1	-21%	nt	nt	nt	nt	6%	-3
C[C@H](C(=O)N1CCOCC1)C1CC[C@@]2(C)Cc3sc(CS(=O)(=O)C(C)(C)C)nc3[C@@H](C)[C@@H]2[C@H]1O (stereo not given in full)	55%[activator]	?	-26%	-23%	-12%	4%	0
Cc1cc(N2CCC(C)CC2)nc2ccc(NC(=O)CCC(=O)N3CCN(c4cccc(C(F)(F)F)c4)CC3)cc12	?	nt	nt	nt	nt	9%	13
NCC(=O)N1CCC(n2nccc2NC(=O)Nc2cccc(F)c2)CC1	24%	-20%	1%	i	-6%	-3%	-4
O=C(NC(C(=O)N1CCCC1)C1CCN(C(=O)c2cccs2)CC1)c1ccc(F)cc1 (stereo not given)	0%	-1%	0%	-19%	0%	-18%	3
Cc1nn(-c2ccccc2)c2c1C(C(C)C)N(C1CCCN(C(=O)C3CC3)C1)C2=O (stereo not given)	nt	nt	28µM*	?	nt	nt	11
CCN(CC)CCCNC(=O)c1nn(-c2ccc(C)cc2)c(=O)c2c1c1ccccc1n2C	-4%	nt	nt	nt	nt	5%	6
CCC(CC)CC1(C(=O)Nc2ccccc2SC(=O)C(C)C)CCCCC1	nt	i	nt	nt	nt	-3%	28
COc1ccc(-c2cnc3n[nH]c(-c4ccc(F)cc4C)c3n2)cc1OC	-15%[87.6 µM]	2%[88.5 µM]	28µM*	28µM*	-8%[172 µM]	8%[87.6 µM]	17
CCC(C)Nc1sc(S(=O)(=O)CC)nc1S(=O)(=O)c1ccc(C)cc1 (stereo not given)	-16%	nt	nt	nt	nt	-23%	8
CCCN(CC1CCOC1)C(=O)NCc1ccco1 (stereo not given)	2%	i	-6%	4%	4%	-2%	18
COc1ccc(CNC(=O)CC[C@@H]2CNC(=O)[C@@H]3C[C@H](NC(=O)Nc4ccsc4)CN23)cc1	6%	-12%	0%	-13%	-1%	0%	-1
CC1=C[C@@H](CNc2ccccn2)[C@H](C(C)C)C[C@H]1Cc1nnc(-c2cncn2C)o1	?	3%[88.5 µM]	63µM*	?	-5%[172 µM]	-28%[87.6 µM]	-4
O=C(NCCc1noc(-c2ccncc2)n1)C1CC1	?	-2%	12%	1%	1%	3%	52
CN(CC1(CO)CCC1)C(=O)C1CCC(=O)N(CCc2ccc(Cl)cc2)C1 (stereo not given)	-21%	i	-21%	-10%	-9%	-9%	14
Cc1nc(SCC(=O)Nc2nsc(-c3ccc(C(C)(C)C)cc3)n2)c2c3c(sc2n1)CCCC3	50%[activator]	nt	nt	nt	nt	15%	37
COCCN1Cc2nc(-c3cccc(OC(F)(F)F)c3)ccc2OCC1=O	-14%[87.6 µM]	-5%[88.5 µM]	?	?	3%[172 µM]	-5%[87.6 µM]	-15
CCc1sc(NC(=O)C[C@H]2NC(=O)c3ccccc3NC2=O)nc1C(=O)OC	29%	i	-5%	-12%	-2%	1%	4
O=C(c1ccoc1)N1CCCCC1c1nc(CCOCC2CCOCC2)no1 (stereo not given)	11%	-10%	?	-24%	4%	2%[12.5 µM]	29
CCOc1ccc(CNC(=O)CCn2c(=O)c3cccn3c3cccnc32)cc1	12%	nt	nt	nt	nt	5%	4
Cn1nc(C(=O)NCc2ccc(Cl)cc2)c2c1-c1ccccc1S(=O)(=O)C2	-2%	nt	nt	nt	nt	-1%	0
Cc1ccc(C(=O)Nc2nc3n(n2)C(c2ccccc2)C=C(c2ccccc2)N3)cc1 (stereo not given)	24%	nt	nt	nt	nt	?	1
CCOC(=O)C1(C)C=C(Nc2ccc(C)cc2)C(=O)N1c1ccccc1 (stereo not given)	17%	nt	nt	nt	nt	2%	4
CCc1ccc(NC(=O)[C@H](CSCc2ccccc2)N2Cc3ccccc3C2=O)cc1	-1%	nt	nt	nt	nt	3%	-7

Some of the entries so far, with bars between the fields.
canonical_smiles | SNCA expr inh | GPT2 inhibitor | HEK293 tox | NIH3T3 tox | Luciferase inh | SNCA viab count | IP6K1 inhibitor
Cc1nc(SCC(=O)Nc2nsc(-c3ccc(C(C)(C)C)cc3)n2)c2c3c(sc2n1)CCCC3 | 50%[activator] | nt | nt | nt | nt | 15% | 37
COCCN1Cc2nc(-c3cccc(OC(F)(F)F)c3)ccc2OCC1=O | -14%[87.6 µM] | -5%[88.5 µM] | ? | ? | 3%[172 µM] | -5%[87.6 µM] | -15
CCc1sc(NC(=O)C[C@H]2NC(=O)c3ccccc3NC2=O)nc1C(=O)OC | 29% | i | -5% | -12% | -2% | 1% | 4

Entries from the list above with an aryl methoxy group:
SMILES	SNCA expr inh	GPT2 inhibitor	HEK293 tox	NIH3T3 tox	Luciferase inh	SNCA viab count	IP6K1 inhibitor
COc1ccc(-c2cnc3n[nH]c(-c4ccc(F)cc4C)c3n2)cc1OC	-15%[87.6 µM]	2%[88.5 µM]	28µM*	28µM*	-8%[172 µM]	8%[87.6 µM]	17
COc1ccc(CNC(=O)CC[C@@H]2CNC(=O)[C@@H]3C[C@H](NC(=O)Nc4ccsc4)CN23)cc1	6%	-12%	0%	-13%	-1%	0%	-1

Continuation:
SMILES	SNCA expr inh	GPT2 inhibitor	HEK293 tox	NIH3T3 tox	Luciferase inh	SNCA viab count	IP6K1 inhibitor
CC(=O)c1cccc(NC(=O)CSc2nnc3ccc(-c4ccc(F)cc4)nn23)c1	-5%	nt	nt	nt	nt	2%	-4
CCOc1ccc(-c2cc(C(=O)NCCc3ccc(OC)c(OC)c3)c3c(-c4ccc(F)cc4)[nH]nc3n2)cc1	-19%	nt	nt	nt	nt	-7%	10
CC(=O)Nc1ccc(C2(C(=O)NCc3ccccc3F)CCCCC2)cc1	10%	i	-21%	-3%	0%	5%	4
CC(C)CCN1CCC2(CN[S+](=O)([O-])c3ccccc3N2)C1 (stereo not given)	-8%[87.6 µM]	4%[88.5 µM]	?	-25%[138 µM]	6%[172 µM]	-1%[87.6 µM]	-6
Cc1ccc(Nc2c3c(nc4nncn24)CCC3)c(C)c1	45%[activator]	nt	nt	nt	nt	0%	-7
COc1ccc(NC(=O)Cn2c(=O)oc3cc(S(=O)(=O)NC4CCCC4)ccc32)cc1OC	4%	nt	nt	nt	nt	-6%	3
CC(C)Cc1cc(C(=O)NCc2noc(-c3c(F)cccc3F)n2)no1	5%	-4%	-24%	?	-1%	-7%	-6
Cc1ccc2[nH]c(CSc3nnc(NC(=O)c4ccccc4C)s3)cc(=O)c2c1	0%	nt	nt	nt	nt	10%	19
COc1ccc(CN2C(=O)COC[C@H]2C(=O)N2CCC(C)CC2)c(OC)c1	-16%	i	i	-1%	9%	-5%	-2
COCCCn1c(=O)c(C(=O)N2CCN(C(=O)c3ccc(C(F)(F)F)cc3)CC2)nc2cccnc21	5%	2%	i	-21%	nt	-8%	6
O=C(C[C@@H]1CCNC[C@@H]1Cc1cc(-c2ccccc2)on1)N1CCC(Cc2ccccc2)CC1	-14%	2%	?	28µM*	-2%	5%	7
O=C1c2cccnc2OC2(CCCC2)CN1CCOc1ccccc1	?	-1%[27.3 µM]	?	-16%[46.1 µM]	nt	-9%[23.9 µM]	7
CC(=O)c1ccc(N2CCN(S(=O)(=O)c3ccc4c(c3)C(C)(C)C(=O)N4)CC2)cc1	-8%	nt	nt	nt	nt	1%	-11
CNC(=O)[C@@H]1CN(S(=O)(=O)c2cc(F)ccc2F)C[C@H]1COC	-15%	i	?	i	8%	-10%	-2
Brc1cccc(CNCCSc2nnnn2-c2ccccc2)c1	-11%	nt	nt	nt	nt	4%	8
Cc1cc(CN2C[C@@H](CO)[C@H](NC(=O)C3CCC3)C2)n(C)n1	22%	i	1%	-5%	6%	3%	3
N#Cc1cccc(C(=O)N2CCCCCCNC(=O)[C@@H]3C[C@@H](c4nc(Cc5ccccc5)no4)C[C@@H]32)c1	-16%	?	?	?	4%	-19%	0
O=C(O)c1ccnc(-c2ccnc(NCCN3CCCCC3=O)n2)c1	-22%	i[11.5 µM]	i	-4%	1.4µM*	4%	44
COc1ccc(-c2cccc(C(=O)N3CCN(C(=O)c4cccnc4)CC3)c2)nn1	nt	nt	?	?	nt	nt	-1
CC(C)NC(=O)[C@@H]1C[C@@H](N)CN1C(=O)c1cccc(C#CC(C)(C)O)c1	-3%	3%	-6%	-18%	3%	1%	16
CC(=O)N1CCOc2cc(S(=O)(=O)Nc3cc(C(F)(F)F)ccc3Cl)c(C)cc21	-31%	nt	nt	nt	nt	-4%	21
O=C(NCc1ccco1)[C@@H]1Cc2nc[nH]c2CN1Cc1cccnc1	-6%[87.6 µM]	i	-8%[172 µM]	i	-2%[172 µM]	7%[87.6 µM]	2
O=C(CCC1CCCC1)N1CCC2(CC1)CC(N1CCOCC1)CCO2 (stereo not given)	2%	i	-24%	-20%	-11%	4%	-9
Cc1noc(C)c1[S+](=O)([O-])N1CCC2(CC1)C(=O)NCN2Cc1ccc(Cl)cc1	3%	-5%	-23%	-19%	6%	3%	-11

Not a retest: an excerpt of the list.
SMILES	SNCA expr inh	GPT2 inhibitor	HEK293 tox	NIH3T3 tox	Luciferase inh	SNCA viab count	IP6K1 inhibitor
CC(=O)N1CCOc2cc(S(=O)(=O)Nc3cc(C(F)(F)F)ccc3Cl)c(C)cc21	-31%	nt	nt	nt	nt	-4%	21
O=C(NCc1ccco1)[C@@H]1Cc2nc[nH]c2CN1Cc1cccnc1	-6%[87.6 µM]	i	-8%[172 µM]	i	-2%[172 µM]	7%[87.6 µM]	2
O=C(CCC1CCCC1)N1CCC2(CC1)CC(N1CCOCC1)CCO2 (stereo not given)	2%	i	-24%	-20%	-11%	4%	-9

The results go on:
SMILES	SNCA expr inh	GPT2 inhibitor	HEK293 tox	NIH3T3 tox	Luciferase inh	SNCA viab count	IP6K1 inhibitor
CN1C(=O)CC[C@]2(C(=O)NCc3ccc(Cl)cc3)CCCC[C@@H]12	3%	-4%	i	2%	2%	4%	-4
CCOC(=O)C1(Cc2ccccc2C)CCCN(C(=O)c2csc(C)n2)C1 (stereo not given)	98%[activator]	3%	-17%	0%	40µM*	-4%	5
O=C(CCCCCn1c(=O)[nH]c2ccsc2c1=O)NCc1ccccc1	22%	nt	nt	nt	nt	-3%	14
COc1cccc(NS(=O)(=O)c2ccc3c(c2)n(C)c(=O)n3C)c1	-3%	nt	nt	nt	nt	1%	-2
Cc1cc(CN(C)C(=O)c2cc(CN3CCC(Cc4ccccc4)CC3)on2)n[nH]1	2%	0%	?	-22%	0%	-1%	-2
O=C(NCCNC(=O)c1cccc(-c2ccsc2)c1)Nc1ccc(Cl)cc1	11%	4%	?	?	nt	1%[12.5 µM]	-21
COC1C(=O)N(C2CCN(C(=O)C3CC3)CC2)C12CCOCC2 (stereo not given)	4%	4%	-8%	-5%	2%	4%	-5
Cc1cc(C)cc(NC(=O)c2nnn(Cc3cccc(Br)c3)c2N)c1	16%	nt	nt	nt	nt	0%	4
